# mcGAS lum: inhibitors of mouse cGAS; Q8C6L5; recombinant cGAS, Kinase-Glo ATP depletion luminescence; inhibition, % at 12.5 µM; 0.15% of 160,000 active; AID 1259399;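 also: 0% = negative control wells and 100% = reference inhibitor with no enzyme activity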
# hcGAS lum: blocks human cGAS activity | AID 1259398 | Q8N884 | recombinant h-cGAS, ATP depletion, Kinase-Glo luminescence | inhibition, % at 12.5 µM | 0.081% of 290,000 active;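 also: 0% = vehicle reaction and 100% = reaction without DNA for no activity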
# Target sequence (Q8N884 whole entry, looked up): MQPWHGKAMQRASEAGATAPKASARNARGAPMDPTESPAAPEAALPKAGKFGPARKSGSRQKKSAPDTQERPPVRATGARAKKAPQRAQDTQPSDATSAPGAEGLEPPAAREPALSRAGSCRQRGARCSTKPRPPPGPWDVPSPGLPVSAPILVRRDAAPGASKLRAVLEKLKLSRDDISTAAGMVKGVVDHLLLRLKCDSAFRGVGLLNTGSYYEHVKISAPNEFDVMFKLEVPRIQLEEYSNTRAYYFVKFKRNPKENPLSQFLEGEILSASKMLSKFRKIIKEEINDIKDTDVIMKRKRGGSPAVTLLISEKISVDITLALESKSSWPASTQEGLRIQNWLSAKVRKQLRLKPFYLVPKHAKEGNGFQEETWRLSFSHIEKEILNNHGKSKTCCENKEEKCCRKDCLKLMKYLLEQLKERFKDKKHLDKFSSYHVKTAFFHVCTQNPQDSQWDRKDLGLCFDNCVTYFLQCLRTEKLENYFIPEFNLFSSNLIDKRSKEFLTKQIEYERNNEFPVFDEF
# NPYLR7 agonist: mosquito NPYLR7 agonism; HEK293T NPYLR7/Galpha15, GCaMP6s calcium fluorescence; activation, % at 10 µM; 0.15% of 270,000 active; in the data active = activation above about 40%;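 also: 0% = vehicle and 100% = reference agonist at the receptor; some compounds past the cut are filed as inactive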
# Numbers without * were called inactive; . = no result given. Rule as the data show it, unless noted: active = inhibition above about 40%; inactive = the rest. Hits appear at their usual frequency; about 0.27% have a hit in one of these screens.
1: CCOC(=NC1CC1)NC(=O)c1ccc(C(F)(F)F)cc1
2: C[C@H](c1ccccc1)N(CC(N)=O)CC(=O)NCc1ccc(Cl)s1
3: Cn1cc(NC(=O)N2CCC(CN3CCCC3)CC2)ccc1=O
4: N#Cc1ccccc1OC(C(=O)NC1CC1)c1ccc(F)cc1 (centres undefined)
5: CC(=NCCN1CCN(C(=O)c2ccccc2)CC1)c1c(C)[nH]n(-c2nc3ccccc3s2)c1=O
6: Cc1ccc(C)c(-c2csc(NC(=O)Cn3cnc4sc(C)c(C)c4c3=O)n2)c1
7: COc1cccc2c(SCC(=O)NC(C)C)nccc12
8: COc1ccc(C(=O)c2c(N)c(C#N)c3ccccn23)cc1

Assay by compound,1,2,3,4,5,6,7,8
mcGAS lum,-1,-14,-12,.,.,-8,.,0
hcGAS lum,4,-7,-7,-18,-9,-1,-3,6
NPYLR7 agonist,-1,-1,4,9,-13,2,-3,-1

# 4 compounds from above, showing only NPYLR7 agonist:
cpd | molecule | NPYLR7 agonist
5 | CC(=NCCN1CCN(C(=O)c2ccccc2)CC1)c1c(C)[nH]n(-c2nc3ccccc3s2)c1=O | -13
3 | Cn1cc(NC(=O)N2CCC(CN3CCCC3)CC2)ccc1=O | 4
6 | Cc1ccc(C)c(-c2csc(NC(=O)Cn3cnc4sc(C)c(C)c4c3=O)n2)c1 | 2
8 | COc1ccc(C(=O)c2c(N)c(C#N)c3ccccn23)cc1 | -1

# (listing goes on)
9: N#Cc1cccc(OCCN2CCNC(=O)CC2c2ccccc2)c1 (centres undefined)
10: O=C(CSc1n[nH]c(-c2ccccc2)n1)c1ccccc1
11: Cc1ccccc1Cn1cc(NS(=O)(=O)c2cn(C)nc2C)cn1
12: CCOC(=O)CCCC(=O)N1CCC(c2nc(-c3ccccc3)no2)CC1
13: CCN1CCCC1CNC(=O)Nc1sc2c(c1C(N)=O)CCCC2 (centres undefined)
14: Cc1c(Cl)cccc1NC(=O)COc1cc(=O)n2ccccc2n1
15: CCc1nnc2n1Nc1nc3ccccc3nc1S2
16: O=C(NC(=S)Nc1ccccc1F)c1ccco1

Assay by compound,9,10,11,12,13,14,15,16
mcGAS lum,.,-5,.,-3,-8,-6,.,0
hcGAS lum,-10,-15,-4,-3,-10,-4,-3,1
NPYLR7 agonist,1,18,4,23,0,-9,7,-1

17: O=C(C(c1ccccc1)c1ccccc1)N1CCc2nc(Cc3cccc(F)c3)nc(N3CCOCC3)c2C1
18: CCOC(=O)C(=NNc1cccc([N+](=O)[O-])c1)C(=O)OCC
19: CC(=O)c1ccc(S(=O)(=O)NCCn2nc(-c3ccc(Cl)cc3)ccc2=O)cc1
20: CN(C)NC(=O)C(F)(F)C(F)(F)C(F)(F)F
21: COCCOC(=O)N1CCC(c2nn(C)c(=O)n2-c2ccccc2)CC1
22: O=C(COc1cccc(Cl)c1)N1CCC(Cc2ccc(C(F)(F)F)cc2)CC1
23: Cc1ccc(CNC(=O)CSc2nc(=O)n(N3CCN(C)CC3)c3c2CCC3)cc1
24: CNS(=O)(=O)c1cccc(C(=O)OCc2cc(C)c(C(=O)OC)o2)c1

Assay by compound,17,18,19,20,21,22,23,24
mcGAS lum,-6,-5,-8,.,.,-5,-9,.
hcGAS lum,-8,-7,-5,1,-2,-7,-8,-6
NPYLR7 agonist,-1,-7,1,5,6,1,-1,4

25: COc1cc(C2CC(=O)c3cnn(-c4nc(C)cc(C)n4)c3C2)cc(OC)c1OC (centres undefined)
26: Cc1cc(C)c(NC(=O)CN(C)C(=O)c2cc3c(C)nn(CC(C)C)c3s2)c(C)c1
27: CC(=O)N(CC1=CCCN(Cc2c[nH]c(=O)[nH]c2=O)C1)C(C)C
28: Cc1ccc2nc(N(CCCN(C)C)C(=O)c3ccco3)sc2c1
29: O=C(NCCCn1nc(-c2ccncc2)ccc1=O)c1ccc(F)c(F)c1
30: COCCn1ccnc1CN1CCc2[nH]cnc2C1c1ccccn1 (centres undefined)
31: CCOC(=O)C(Cc1cccc(N2CCN(C(=O)OC(C)(C)C)CC2)c1)OC (centres undefined)
32: CC(C)Cc1nc(-c2ccc(CN3CCN(C(=O)c4ccc(Cl)c(F)c4)CC3)cc2)no1

Assay by compound,25,26,27,28,29,30,31,32
mcGAS lum,.,-7,.,-4,.,-10,0,3
hcGAS lum,-5,-4,-9,-3,-7,-8,15,5
NPYLR7 agonist,-2,0,12,-2,14,.,-1,-4

33: CC1CCN(C(=O)COc2ccc(-c3nccn3C(C)C)cc2)CC1
34: CCN(C)c1nc(-c2ccccc2)nc2c1CN(C(=O)c1ccc(-c3ccccc3)cc1)CC2
35: O=S(=O)(c1ccc2[nH]c(=S)[nH]c2c1)N1CCOCC1
36: COc1ccc(CNC(=O)NCc2ccc(N3CCOCC3)nc2)cc1
37: CCOC(=O)C(CC)Sc1nnc(NC(=O)c2ccc(Cl)cc2Cl)s1 (centres undefined)
38: O=C(Cc1ccccn1)NCC1CC(=O)N(C2CC2)C1 (centres undefined)
39: Nc1cc(-c2ncccc2C(=O)N2C[C@H]3CC[C@@H]2C3)c2cc[nH]c2n1
40: CCCn1c(C2CC(=O)N(c3ccccc3F)C2)nc2ccccc21 (centres undefined)

Assay by compound,33,34,35,36,37,38,39,40
mcGAS lum,-11,-4,.,0,-3,.,.,.
hcGAS lum,-7,-13,-10,4,-2,2,-4,-7
NPYLR7 agonist,1,0,-2,5,2,1,7,-3

41: CN1CCN(Cc2cccnc2N)CC1C(=O)O (centres undefined)
42: CSc1nnc(CN2CCSC(C)C2c2ccccc2)s1 (centres undefined)
43: O=C(c1ccccc1)c1c(Cl)cccc1Cl
44: CC(C)CCNC(=O)CSc1nnc(-c2ccc(Cl)cc2)n1C
45: Cc1ccc2c(c1)CCCN2C(=O)CN(C)CCc1cn[nH]c1
46: O=C(CCc1ccccn1)NCc1ccc(Br)c(F)c1
47: Cc1ccccc1N1CCN(c2ccc(S(N)(=O)=O)cn2)CC1
48: O=C(COC(=O)c1cccc(NC(=O)c2ccccc2Br)c1)c1ccccc1

Assay by compound,41,42,43,44,45,46,47,48
mcGAS lum,.,.,.,-4,-10,.,.,-6
hcGAS lum,-3,-3,-3,3,-1,-7,-2,-4
NPYLR7 agonist,17,22,0,-2,-6,0,-5,-1

49: COc1ccc(CN2C[C@H](O)[C@@H](N3CCN(c4ccccn4)CC3)C2)cc1C
50: CC(C)(C)Nc1c(-c2cccs2)nc2ccc(Br)cn12
51: Cn1ccnc1CN(CC1CCC(N)CC1)C1CC1 (centres undefined)
52: O=C(Nc1nnc(SCc2ccc(Cl)cc2Cl)s1)c1ccc(F)cc1
53: CC(Sc1nnc(-c2ccccc2)n1C)c1nnc(-c2ccccc2)o1 (centres undefined)
54: O=C1C(=O)N(C2CCCC2)C(=O)N1CN1CCCC1c1cccs1 (centres undefined)
55: CN1CCN([C@H]2CN(C(=O)CCCc3ccccc3)C[C@@H]2O)CC1
56: O=C(NC1CCCC1)N1CCN(C(c2ccccc2)c2ccc(Br)cc2)CC1 (centres undefined)

Assay by compound,49,50,51,52,53,54,55,56
mcGAS lum,.,-5,-6,-2,.,.,.,-9
hcGAS lum,-10,-6,-1,-3,-9,-7,-4,-3
NPYLR7 agonist,4,1,0,0,1,6,-4,25

# Entries from the list above containing a CF3 group, in the order listed:
1: CCOC(=NC1CC1)NC(=O)c1ccc(C(F)(F)F)cc1
20: CN(C)NC(=O)C(F)(F)C(F)(F)C(F)(F)F
22: O=C(COc1cccc(Cl)c1)N1CCC(Cc2ccc(C(F)(F)F)cc2)CC1

Assay by compound,1,20,22
mcGAS lum,-1,.,-5
hcGAS lum,4,1,-7
NPYLR7 agonist,-1,5,1

# Record cards (already shown). Screens in order: mcGAS lum, hcGAS lum, NPYLR7 agonist
# CC(Sc1nnc(-c2ccccc2)n1C)c1nnc(-c2ccccc2)o1 (centres undefined) reads ., -9, 1
# CC(C)(C)Nc1c(-c2cccs2)nc2ccc(Br)cn12 reads -5, -6, 1
# Cn1ccnc1CN(CC1CCC(N)CC1)C1CC1 (centres undefined) reads -6, -1, 0
# O=C(Nc1nnc(SCc2ccc(Cl)cc2Cl)s1)c1ccc(F)cc1 reads -2, -3, 0

# Further entries follow:
57: C=C(N=C(O)C(=C)N=C(O)c1csc(C2=N[C@@H]3c4csc(n4)C4N=C(O)c5csc(n5)C(C(C)(O)C(C)O)N=C(O)C5CSC(=N5)/C(=C\C)N=C(O)C(C(C)O)N=C(O)c5csc(n5)[C@@]3(CC2)N=C(O)C(C)N=C(O)C(=C)N=C(O)C(C)N=C(O)C(C(C)CC)NC2C=Cc3c(C(C)O)cc(nc3C2O)C(=O)OC4C)n1)C(=N)O (some centres undefined)
58: CC(C)COc1nc(-c2ccc3c(c2)OCO3)n(-c2ccc(NCC(O)Cc3ccccc3)cc2)n1 (centres undefined)
59: COc1ccc2c(c1)CC(C(=O)N(C)Cc1ccco1)CO2 (centres undefined)
60: Cn1cc(NC(=O)CN2CCCC2c2nc3ccc(F)cc3[nH]2)cn1 (centres undefined)
61: CCOC(=O)c1nc2ccccc2nc1N1CCCN(S(=O)(=O)c2ccc(Br)cc2)CC1
62: Cc1noc(-c2cccc(C(F)(F)F)c2)c1C(=O)NCCC1CCCN1C (centres undefined)
63: C=CCS(=O)(=O)N1CCCC(c2nn(C)c(=O)n2-c2ccccc2)C1 (centres undefined)
64: NC(=O)c1csc(N2CCOC(c3ccc(F)cc3)C2)n1 (centres undefined)

Assay by compound,57,58,59,60,61,62,63,64
mcGAS lum,.,-6,.,-18,-7,-10,.,.
hcGAS lum,2,-5,-6,-6,-8,-7,-5,-7
NPYLR7 agonist,-6,-2,5,1,4,7,-2,-4

65: C=CCn1c(SC(C(C)=O)=C(C)O)nc2sc3c(c2c1=O)CCCC3
66: CCC(=O)Nc1ccc(C)c(NC(=O)c2cccs2)c1
67: CN(C)S(=O)(=O)c1ccc(Br)cc1
68: Cc1cc(C)c[n+](-c2[nH]c(=O)sc2C=O)c1
69: CC(=O)Cn1c(=O)c2c(nc3n(-c4ccc(C)cc4C)c(C)cn23)n(C)c1=O
70: Cc1cc2cc(CNC(=O)Nc3cn(C)c4ccccc34)ccc2[nH]1
71: CCOC(=O)C1=NNC(c2ccccc2)(c2ccccc2)C1C(=O)OCC (centres undefined)
72: c1ccc(-n2nnnc2N2CCCC(c3nc4ccccc4s3)C2)cc1 (centres undefined)

Assay by compound,65,66,67,68,69,70,71,72
mcGAS lum,.,.,.,-8,.,-9,.,.
hcGAS lum,6,-14,-2,-4,2,-6,-6,-6
NPYLR7 agonist,-7,1,-6,-2,6,2,-4,4

73: CN1C(=O)C(Cc2ccccc2)ON=C1C1CCCC1 (centres undefined)
74: Cc1cc(Br)cc2c(N=NC(=O)c3ccc(O)cc3)c(O)n(C)c12
75: Cc1cc(Oc2cc(N3CCOCC3)ncn2)ccc1Cl
76: O=C(NCC1CCCO1)c1csc2c1CCCCC2 (centres undefined)
77: Cc1ccnc(NC2CC(=O)N(CCCc3ccccc3)C2)n1 (centres undefined)
78: COCc1cc(N2CCN(C)CC2)nc(SCc2cccc(C(=O)NCc3ccncc3)c2)n1
79: COc1ccc(OC)c(-c2cnc(-c3ccc(CNC(=O)c4cnn(C)c4Cl)cc3)[nH]2)c1
80: O=C(O)c1cnc2c(c1)n(CCn1cccc1)c(=O)n2CCc1ccccn1
81: CC(NC(=O)N(C)Cc1ccc(S(C)=O)cc1)C(C)(C)C (centres undefined)
82: CCCCn1c(CN2CCN(c3ccc(F)cc3)CC2)nc2c1c(=O)n(C)c(=O)n2C
83: CC(=O)c1ccc(S(=O)(=O)N2CCCCC2C)cc1 (centres undefined)

Assay by compound,73,74,75,76,77,78,79,80,81,82,83
mcGAS lum,.,-7,-3,-3,2,-3,-6,-11,-6,.,.
hcGAS lum,-4,-8,2,-10,-2,-1,-2,-8,-15,-3,-2
NPYLR7 agonist,-6,-4,-9,15,13,-6,11,10,16,15,9

# High-throughput results from PubChem.
